Assay outcomes (PubChem BioAssay)
TAG inh – inhibitors of triacylglycerol accumulation, primary screen, cell-based, uHTS, fluorescence, H9c2 | H9c2 cells, Nile Red lipid (TAG) fluorescence; cells loaded with 200 µM oleic acid | inhibition, % at 12.5 µM | hit rate 0.66% among 230,000 | AID 651582, 2012;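 active means pattern-corrected inhibition of lipid staining of at least 50% with the nuclear-stain viability signal not falling by more than 50%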;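 further: 0% = DMSO wells and 100% = triacsin C control wells; some results filed as inactive read as strong as hits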
TAG inh DAPI viability – recorded beside TAG inh, whose call it bears; DAPI nuclei signal change (viability), lower = more cytotoxic, %;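 whole-well DAPI fluorescence read on a plate reader as a viability signal; minus 50 percent equals half of cells still viable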
* = called active by the depositor.

SMILES | TAG inh | TAG inh DAPI viability
Cc1ccc(C(=O)N2CCN(S(=O)(=O)N3CCCCC3)CC2)cc1 | -5 | 9
COc1ccc(C(O)c2nc(-c3cncnc3)cs2)cc1 (stereo unspecified) | -14 | 0
COC(=O)C1C2CC3c4[nH]c5cc(OC)ccc5c4CCN3CC2CC(OC2CCCCO2)C1OC (stereo unspecified) | 13 | -1
COc1ccccc1[C@@H]1C(c2cccc(C)c2)=NN(c2ccccc2)[C@H]1C(=O)N1CCOC1=O | 16 | -11
O=C(NNC(=O)c1ccc(O)cc1O)c1ccc(Cl)cc1 | 2 | -9
COc1ccc(C2CC(C)(c3ccc(OC)cc3OC)Nc3ccccc3N2)c(OC)c1 (stereo unspecified) | -6 | 9
CCOc1ccc(C(=O)COC(=O)CNC(=O)C2CCCCC2)cc1 | -1 | 3
O=C(O)CSc1nc2ccccc2n1-c1ccccc1 | -4 | -4
COc1cccc(C(=O)NCCS(=O)(=O)N2CCN(c3ccccc3)CC2)c1OC | -12 | 9
CC(C)NC[C@H](O)COc1ccc(CC(N)=O)cc1 | 16 | -13
CCOC(=O)C1CCCN(C(=O)COc2ccc(N(C)S(=O)(=O)c3ccc(F)cc3)cc2)C1 (stereo unspecified) | -6 | -6
COc1cc(OC)nc(NC(=O)NS(=O)(=O)c2ccc(OC(F)(F)F)cc2)n1 | -9 | 4
O=S(=O)(c1ccc(Cl)c2ccccc12)N1CCCC1 | -7 | -9
CN(C)CCCNC(=O)N1c2ccccc2C=Cc2ccccc21 | 9 | 1
CC(C(=O)N1CCN(C(=O)c2ccco2)CC1)N1C(=O)NC2(CCCCC2C)C1=O (stereo unspecified) | -5 | 3
COc1ccc(C(C(=O)NCc2ccccc2)N(Cc2cccs2)C(=O)c2cnccn2)cc1 (stereo unspecified) | -6 | 8
Cc1cc(C)nc(Nc2nc(=O)c3ccccc3s2)n1 | 12 | 2
COc1ccccc1NS(=O)(=O)c1cccc(NC(=O)c2nc3nc(C)cc(C)n3n2)c1 | 10 | 7
O=C(NCC(c1cccnc1)N1CCOCC1)C1CCCCC1 (stereo unspecified) | 20 | 0
CCOC(=O)C(=NC1CCS(=O)(=O)C1)NNc1ccc(Br)cc1 (stereo unspecified) | 0 | -1
Cc1ccc(S(=O)(=O)N(C)CC(=O)NCC(=O)Nc2ccc(F)c(F)c2F)cc1 | -21 | -8
CC1CN(C(=O)COC(=O)c2ccc(Cl)c(S(=O)(=O)N3CCCCC3)c2)CC(C)O1 (stereo unspecified) | -8 | -1
Cc1cc(C)n(C(=O)COc2ccccc2[N+](=O)[O-])n1 | 2 | -7
COCCNC(=O)COc1ccc(Nc2ccccc2)cc1 | 1 | -2
O=C(O)CCn1cc(C(=O)O)c(-c2ccccc2)n1 | 10 | -7
Later entries.
SMILES | TAG inh | TAG inh DAPI viability
Cc1ccc(NC(=S)N(CCN(C)C)Cc2cc3cc(C)cc(C)c3[nH]c2=O)cc1 | 7 | 31
CC1Cc2ccccc2N1C(=O)CCNS(=O)(=O)c1ccc2c(c1)CCC(=O)N2 (stereo unspecified) | -13 | -6
Cc1ccc(N(Cc2ccccc2)C(=O)c2cccc(F)c2)cc1 | -2 | 3
CC(=O)N(C(C)=O)N1C(=O)c2cccc3c(N4CCOCC4)ccc(c23)C1=O | 6 | 15
COc1ccccc1N(C)S(=O)(=O)c1ccc(Cl)c(C(=O)NCc2cccnc2)c1 | -9 | 4
COc1ccc(Cl)cc1NC(=O)CNc1ccccc1N1CCOCC1 | 10 | -14
CC(C)(C)c1cc(-c2n[nH]c(=S)n2-c2ccccc2F)n[nH]1 | 13 | -1
CCn1c(CCC(N)=O)nnc1SCC(=O)Nc1cccc(S(=O)(=O)N2CCCC2)c1 | 16 | -11
COCON1C(=O)CN(C(C)=O)C1c1ccc(Cl)cc1Cl (stereo unspecified) | -1 | 4
CCn1c(=O)cc(N2CCN(Cc3ccccc3)CC2)[nH]c1=O | 2 | 1
Cc1nn2c(-c3ccccc3)c(-c3ccccc3)nc2[nH]c1=O | -9 | 12
COc1cccc(NC(=O)Cn2cc3c(n2)CCCCC3)c1 | 6 | 2
O=C(CC1CCCC1)NCCS(=O)(=O)N1CCN(c2ccccc2)CC1 | -1 | 3
O=C(NC12CC3CC(CC(C3)C1)C2)OCCNC1CCCCC1 | -1 | 9
COc1ccc(CNCCC(c2ccc(F)cc2)c2ccc(OC(C)C)cc2)cc1OC (stereo unspecified) | 34 | -11
COc1ccc(OC(=O)c2c(C)nn(-c3ccccc3)c2C)cc1 | -34 | 1
Nc1c(N(CCCO)C(=O)C2CCCC2)c(=O)[nH]c(=O)n1Cc1ccccc1 | 18 | 0
CC(C)OC(=O)C1OC1(C)c1ccccc1 (stereo unspecified) | -12 | 0
Cc1nc(-c2ccc(NS(=O)(=O)c3ccccc3)cc2)cs1 | -13 | 3
Oc1c(C=C2N=c3ccccc3=N2)sc(=S)n1C1CCCCC1 | 0 | 14
O=C(Nc1ccc(Cl)c(Cl)c1)c1ccccc1NC(=O)C1CC=CCC1C(=O)O (stereo unspecified) | 3 | -2
COc1ccccc1CNC(=O)c1cc(-c2ccncc2)nc2c(Cl)cccc12 | 23 | -10
Cc1ccc2c(c1)C(=O)CC1(CCC(C(C)(C)C)CC1)O2 (stereo unspecified) | -17 | -2
CCCc1cc(C(=O)N/N=C/c2cccn2C)cs1 | -14 | 4
Cc1ccc(C(=O)CN(CCC(=O)O)C(=O)c2ccncc2)cc1 | -14 | 15
Later entries
SMILES | TAG inh | TAG inh DAPI viability
CC(C)(C)c1cc(NC(=O)c2cccs2)no1 | 13 | 5
Cc1ccc(/C=N/N2CCN(c3ccccn3)CC2)o1 | -5 | 2
Cc1ccc(C)c(OCCC(=O)NNC(=O)Cn2nc(C)cc2C)c1 | 3 | 7
Cc1nc(CN2CCN(C(=O)NC3(c4ccccc4)CC3)CC2)cs1 | -5 | 11
CCCC(=O)N1CCC1(C)C(=O)Nc1cccc(OC(C)C)c1 (stereo unspecified) | 2 | 1
Cc1cc(Cl)ccc1C(=O)C1CCCN(C(=O)c2ccc3ncccc3c2)C1 (stereo unspecified) | -3 | 12
O=C1Nc2cccc3c2N(CCC3)C2=C1CCC2 | 0 | -5
O=C(N/N=C/c1cc([N+](=O)[O-])ccc1O)NC12CC3CC(CC(C3)C1)C2 | 16 | -7
COc1cccc(CN(C)C(=O)C2CCC(=O)N(Cc3cccc(F)c3)C2)c1 (stereo unspecified) | -10 | 1
CCOc1cc(CNCc2ccc3c(c2)OCO3)ccc1OC | -4 | 6
COc1ccc(S(=O)(=O)NC2CC3CCC2C3)cc1Br (stereo unspecified) | -9 | -6
CC(NC(=O)c1ccc(S(=O)(=O)Nc2ccccc2)cc1)c1ccc(S(N)(=O)=O)cc1 (stereo unspecified) | 9 | -5
O=C(COC(=O)c1cc(S(=O)(=O)N2CCOCC2)ccc1Cl)NC1CCCCC1 | 1 | -6
O=C(COC(=O)c1ccc(O)cc1)Nc1ccc2c(c1)OCCO2 | -5 | -3
CC1(c2ccccc2Cl)NC(=O)N(CC(=O)Nc2ccc(N3CCOCC3)cc2)C1=O (stereo unspecified) | 11 | -6
CCOC(=O)COc1ncn(-c2ccccc2)n1 | 7 | -3
CCCCNC(=O)Cn1cnc2ccc(S(=O)(=O)N3CCC(C)CC3)cc2c1=O | 10 | -4
COc1ccc(CCN(C)C(=O)c2c(C)nn(-c3ccccc3)c2C)cc1OC | -5 | -6
CCC(C(=O)Nc1cc(C)cc(C)n1)c1ccccc1 (stereo unspecified) | -23 | 3
COc1cc(Cl)c(C)cc1NC(=O)COC(=O)c1cc[n+]([O-])cc1 | -4 | 1
CCN(CC)CCC(=O)Nc1cccc2c1C(=O)c1ccccc1C2=O | 93* | -49*
Cc1cc(C)nc(NS(=O)(=O)c2ccc(NC(=O)Nc3ccccc3F)cc2)n1 | 16 | -17
COc1ccccc1CCNC(=O)COc1cccc2c1OC(C)(C)C2 | -14 | -1
O=S(=O)(NCC(c1ccc2c(c1)OCO2)N1CCOCC1)c1ccc(F)cc1 (stereo unspecified) | 3 | 1
CCOC(=O)C1CCCN(CCC(=O)Nc2c(C(=O)OC)[nH]c3cc(OC)ccc23)C1 (stereo unspecified) | -12 | -7

Of the compounds above, these contain an NH in an aromatic ring:
SMILES | TAG inh | TAG inh DAPI viability
COC(=O)C1C2CC3c4[nH]c5cc(OC)ccc5c4CCN3CC2CC(OC2CCCCO2)C1OC (stereo unspecified) | 13 | -1
Cc1ccc(NC(=S)N(CCN(C)C)Cc2cc3cc(C)cc(C)c3[nH]c2=O)cc1 | 7 | 31
CC(C)(C)c1cc(-c2n[nH]c(=S)n2-c2ccccc2F)n[nH]1 | 13 | -1
CCn1c(=O)cc(N2CCN(Cc3ccccc3)CC2)[nH]c1=O | 2 | 1
Cc1nn2c(-c3ccccc3)c(-c3ccccc3)nc2[nH]c1=O | -9 | 12
Nc1c(N(CCCO)C(=O)C2CCCC2)c(=O)[nH]c(=O)n1Cc1ccccc1 | 18 | 0
CCOC(=O)C1CCCN(CCC(=O)Nc2c(C(=O)OC)[nH]c3cc(OC)ccc23)C1 (stereo unspecified) | -12 | -7

The listing picks up; the five compounds before the break are reprinted first.
SMILES | TAG inh | TAG inh DAPI viability
CCN(CC)CCC(=O)Nc1cccc2c1C(=O)c1ccccc1C2=O | 93* | -49*
Cc1cc(C)nc(NS(=O)(=O)c2ccc(NC(=O)Nc3ccccc3F)cc2)n1 | 16 | -17
COc1ccccc1CCNC(=O)COc1cccc2c1OC(C)(C)C2 | -14 | -1
O=S(=O)(NCC(c1ccc2c(c1)OCO2)N1CCOCC1)c1ccc(F)cc1 (stereo unspecified) | 3 | 1
CCOC(=O)C1CCCN(CCC(=O)Nc2c(C(=O)OC)[nH]c3cc(OC)ccc23)C1 (stereo unspecified) | -12 | -7
CCN(c1ccccc1)S(=O)(=O)c1ccc(OC)c(NC(=O)c2ccco2)c1 | -9 | 0
CCCNC(=O)c1cc(C)no1 | 4 | 6
O=C(NCc1cccc(Cl)c1)C1CCN(c2nnc(N3CCCC3=O)s2)CC1 | 9 | -6
C#CCOCCOCCOCCNc1nc(N2CCN(C(=O)C(CCC(=O)O)n3cc(C(N)CC(C)C)nn3)CC2)nc(N2CCN(C(=O)C(Cc3cc4ccccc4[nH]3)n3cc(C(N)Cc4ccc(O)cc4)nn3)CC2)n1 (stereo unspecified) | -3 | 6
CCNCC(=O)Nc1ccc(N2CCOCC2)cc1 | -1 | -7
O=C(OCC(=O)N1CCOCC1)c1c(Cl)ccc(Cl)c1Cl | 4 | 1
Cc1ccc(NC(=O)CN(C)C(=O)CNC(=O)c2cccs2)cc1 | 1 | 1
CC(=NOC(=O)c1ccc(F)cc1)c1nccs1 | 5 | 0
CC1CC(C)CN(CCC(=O)Nc2ccc3c(c2)CCC3)C1 (stereo unspecified) | 19 | 14
Cc1ccc(OCCn2nc3ccccc3n2)c(C)c1 | -15 | 12
CCCC(=O)NC1=C(Cl)C(=O)c2ccccc2C1=O | 27 | -19
OC[C@@H]1CN(C2CCCC2)C[C@H](n2cnc3c(NC4CCC4)ncnc32)O1 | 15 | 1
O=C(CSc1ccc(Cl)cc1)N1CCOCC1 | -17 | 12
OC[C@@H]1CN(Cc2ccc(F)cc2)C[C@H](n2cnc3c(N4CCCC4)ncnc32)O1 | 18 | -6
Cc1ccc(C(=O)Cn2c(NCCO)nc3ccccc32)cc1 | 22 | -3
CC(=O)Nc1ccc(SC[C@H](C)CN2CC[C@H](O)CCC2=O)cc1 | -2 | 2
CN(CC(=O)Nc1ccc(F)c(F)c1F)C(=O)CCCSc1nc2ccccc2[nH]1 | 4 | -4
COc1ccc(-c2nc(SC(C)C(=O)NCC3CCCO3)n[nH]2)cc1 (stereo unspecified) | 2 | -3
COc1cccc(CNC(=O)CCC2CCCN(C(=O)c3csc(C(C)C)n3)C2)c1 (stereo unspecified) | -2 | -2
Cc1c(C(=O)Nc2ccccc2N2CCN(C)CC2)oc2ccc(F)cc12 | 1 | 8
COc1cc(C=O)ccc1OCCOCCOc1ccc(Cl)cc1Cl | -13 | 14
CCOC(=O)C1CCN(C(=O)c2cccc(NS(=O)(=O)c3ccc(Br)cc3)c2)CC1 | -15 | -3
COc1cc(C(=O)Nn2c(O)c(C3=c4ccccc4=NC3=O)sc2=S)ccc1O | 3 | 2
CC(C)(C)C(=O)/C=C1\SCC(=O)N1CC(=O)N1CCN(c2ccccc2)CC1 | -1 | 6
Cc1cc(=O)[nH]c(SCC(=O)Nc2nnc(CC(C)C)s2)n1 | -3 | -4
Continued.
SMILES | TAG inh | TAG inh DAPI viability
COc1ccc(C)cc1NC(=O)CCCN1C(=O)CN(C)C1=O | 6 | -3
CC1(C(=O)NC2CCCC2)CCC(=O)N1CCC1=CCCCC1 (stereo unspecified) | 18 | -3
Cc1[nH]c(=O)c(C(=O)c2ccccc2O)cc1C(=O)O | -4 | 9
CC1(C(=O)NS(=O)(=O)c2ccc(Cl)s2)CCN1C(=O)Cc1cc(F)ccc1F (stereo unspecified) | -6 | 9
Cc1cccc(-n2c(Cc3ccccc3)n[nH]c2=S)c1 | 3 | 4
CN(CC(=O)Nc1ccc(Cl)c(C(F)(F)F)c1)C(=O)CCCc1nc2ccccc2c(=O)[nH]1 | -30 | -10
Cc1ccc(C)c(NC(=O)CCN2C(=O)C3CC=CCC3C2=O)c1 (stereo unspecified) | -16 | -2
Cc1csc(NC(=O)CSc2ccc3nnc(CCNS(=O)(=O)c4ccccc4)n3n2)n1 | -1 | -1
COc1ccccc1C(CNC(=O)CCNS(=O)(=O)c1ccc(Br)cc1)N1CCCC1 (stereo unspecified) | 11 | 10
CN(C)C(=O)CSc1nc(-c2ccccc2)nc2c1CCCC2 | 3 | 3
COc1ccc(CNC(=O)COC(=O)c2cnccn2)cc1 | -26 | 13
O=C(Nc1ccc(N2CCOCC2)cc1)c1cccnc1 | -2 | 16

Some of the compounds tested; rates above refer to the full screens.
